GLP1R ag = activates the human GLP-1 receptor; P43220; HEK293 GLP-1R CRE-luciferase, luminescence, 4-6 h; cells express a hypersensitive GLP-1R form; Potency, µM (highest dose often 45.6 µM), for inactives: at the top dose activation, most hits filed as activators; 0.007% of 380,000 active; AID 624172; note: potency is the fitted concentration of half-maximal effect; % of control where 0% means no effect
Target sequence (P43220 whole entry, looked up): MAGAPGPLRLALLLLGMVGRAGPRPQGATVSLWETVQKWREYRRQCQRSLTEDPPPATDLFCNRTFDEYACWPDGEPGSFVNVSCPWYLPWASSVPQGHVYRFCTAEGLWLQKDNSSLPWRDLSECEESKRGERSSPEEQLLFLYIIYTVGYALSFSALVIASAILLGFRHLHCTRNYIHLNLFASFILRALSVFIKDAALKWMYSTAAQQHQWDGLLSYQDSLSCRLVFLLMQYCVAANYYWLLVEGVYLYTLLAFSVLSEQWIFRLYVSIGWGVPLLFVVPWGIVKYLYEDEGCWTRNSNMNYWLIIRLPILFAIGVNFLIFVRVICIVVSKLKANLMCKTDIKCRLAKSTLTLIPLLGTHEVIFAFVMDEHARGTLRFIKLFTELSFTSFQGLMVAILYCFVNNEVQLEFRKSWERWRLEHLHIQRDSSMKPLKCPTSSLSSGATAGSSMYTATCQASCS
DRD3 antagonist = D3 dopamine receptor (human) antagonism. 2.5% of 360,000 active. D3R cells, DiscoveRx beta-arrestin luminescence, antagonist mode; hits give low values. P35462. max response, negative = inhibition, %; in the data active = max response below about -50%; inconclusive = no clear call, values can overlap the other calls; note: % is set by controls: 0 for no effect and ±100 for the full control effect; mostly tested at two doses, the higher about 12 µM
Target sequence (P35462 whole entry, looked up): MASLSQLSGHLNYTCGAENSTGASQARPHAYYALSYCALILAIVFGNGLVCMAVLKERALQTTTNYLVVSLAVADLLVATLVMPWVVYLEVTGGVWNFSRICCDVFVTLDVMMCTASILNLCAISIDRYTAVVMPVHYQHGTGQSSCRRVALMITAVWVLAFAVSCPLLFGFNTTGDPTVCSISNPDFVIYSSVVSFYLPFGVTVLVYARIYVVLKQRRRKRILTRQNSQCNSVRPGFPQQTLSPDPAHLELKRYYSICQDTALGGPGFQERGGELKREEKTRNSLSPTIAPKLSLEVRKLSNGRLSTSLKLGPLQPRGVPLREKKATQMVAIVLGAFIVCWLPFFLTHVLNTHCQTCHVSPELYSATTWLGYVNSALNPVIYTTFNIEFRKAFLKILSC
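Cells expressing the human receptor were seeded at 1500 cells/well, incubated overnight at 37 degrees C in 5% CO2, then exposed to library compounds with dopamine controls for 90 minutes at 37 degrees C before luminescent detection.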
HT1080 IDH1KD tx = toxicity to HT-1080 IDH1 knockdown cells (counter line); HT-1080 IDH1 knockdown viability, ATP luminescence, 48 h; Potency, µM (doses to about 46.1 µM), inactives show top-dose activity, negative = toxicity, most hits filed as cytotoxic; 2% of 360,000 active;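 note: potency is the fitted concentration of half-maximal effect; 0% = DMSO wells and -100% = cell-free medium wells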
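IDH1KD HT-1080 cells, 750/well, RPMI + 5% FBS; compound pinned after 2 h settling; 48 h, 37 °C; CellTiter-Glo luminescence; % activity normalised to DMSO and no-cell wells; curves fitted, classed by r2 and efficacy.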
KB-3-1 tox = KB-3-1 parental cell cytotoxicity. KB-3-1 viability, CellTiter-Glo ATP luminescence, 72 h. Potency, µM (top dose mostly 46.1 µM), without a hit: at the top dose activity change, negative = cytotoxic, actives largely listed as cytotoxic. 1.4% of 400,000 active; note: potency is the fitted concentration of half-maximal effect; % is set by controls: 0 for no effect and ±100 for the full control effect; nearly all actives have a fitted effect of over 60% in size
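Here the drug-naive KB-3-1 line serves as comparator for MDR sub-line selectivity; cells received compound titrations, 72 h at 37 °C, then CellTiter-Glo readout.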
D3 ag = D3 dopamine receptor (human) agonism; AID 652048; max activation, %; D3R DiscoveRx beta-arrestin cells, luminescence, 90 min; P35462; 0.58% of 410,000 active; in the data active = max activation above about 30%; note: 0% is about no effect; mostly tested at two doses, the higher about 12 µM
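Cells at 1500/well, incubated overnight, then treated with pinned compounds (dopamine as control) for 90 min at 37 degrees C. DiscoveRx reagent added for 30 - 60 minutes at room temperature; luminescence read.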
KB-V1 cytotox = KB-V1 MDR subline cytotoxicity. AID 1347076. 3.4% of 400,000 active. Potency, µM (doses to about 46.1 µM), inactives show at the highest dose activity change, negative = cytotoxicity, most hits filed as cytotoxic. KB-V1 MDR cells viability, CellTiter-Glo, 72 h; note: potency is the fitted concentration of half-maximal effect; % is set by controls: 0 for no effect and ±100 for the full control effect; nearly all actives have a fitted effect of over 60% in size
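KB-V1 cells (P-gp-expressing MDR subline of KB-3-1) in phenol-red-free DMEM with 10% FBS were exposed to library compounds over a concentration series for 72 h at 37 degrees C. Viability read by CellTiter-Glo luminescence; concentration-effect curves fitted after normalization.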
IL-1B inflam inh = inhibitors of inflammasome signaling (IL-1 beta secretion); THP-1 LPS/ATP IL-1B secretion, AlphaLISA, 16 h; hits give low values; activity change, % at 57.5 µM; 4.7% of 360,000 active; in the data active = activity change below about -50%; inconclusive = mostly about -30% to -49%; note: % is set by controls: 0 for no effect and ±100 for the full control effect
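THP-1 cells pretreated 1 hr with compounds (up to 57.5 uM final), then stimulated with LPS (250 ng/mL final) plus ATP (1.25 mM final); secreted IL-1B measured by AlphaLISA after 16 hr, decreased signal indicating inhibition.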
HT1080NT lethal = kills 2HG-producing HT-1080-NT fibrosarcoma cells | HT-1080-NT fibrosarcoma viability, CellTiter-Glo ATP luminescence, 48 h | Potency, µM (top dose mostly 46.1 µM), inactives show at the top dose activity, negative = less viability, usual class: cytotoxic | 1.6% of 360,000 active;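 note: NT is the 2HG producing partner of a matched IDH1 knockdown line; potency is the fitted concentration of half-maximal effect; 0% = DMSO-treated cells and -100% = media-only wells without cells; nearly all actives have a fitted effect of over 55% in size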
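A 48-hour cytotoxicity screen used HT-1080-NT cells plated 2 hours before compound delivery. ATP-based CellTiter-Glo luminescence measured viability, normalized to DMSO and no-cell controls.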
SW480 rereplic = inducers of DNA re-replication in SW480 colon cancer cells | SW480 DNA re-replication, Hoechst DNA content imaging, 48 h | Potency, µM (series often up to 46.1 µM), inactives show at the top dose re-replication activation, hits mostly activators | 1.8% of 340,000 active; note: potency is the fitted concentration of half-maximal effect; % of control where 0% means no effect; nearly all actives have a fitted effect of over 55% in size
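Hoechst fluorescence of nuclei (405 nm excitation, 500-530 nm emission) measured by plate-scanning imager after 48 hr compound exposure at 37 C; re-replication scored as increased number of nuclei with elevated intensity.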
Active calls of the source: *; ? = inconclusive; . = no result given; [ ] = remark or other dose. Unless noted, calls come from the whole dose curve; as a rule, active = well fitted curve in the direction sought with a large enough effect; inconclusive = small, poorly fitted or top-dose-only effect, or another doubt; inactive = no such curve, though single readings can be large; an effect the other way counts as inactive or inconclusive.

SMILES	GLP1R ag	DRD3 antagonist	HT1080 IDH1KD tx	KB-3-1 tox	D3 ag	KB-V1 cytotox	IL-1B inflam inh	HT1080NT lethal	SW480 rereplic
CCOC(=O)CSc1nc2ccc(N)cc2s1	-9.1%	0.0	13.3%	12.6%	2.5	22.6%	39.0	7.5%	-9.3%
O=S(=O)(c1ccccc1)c1nc(-c2ccccc2)oc1N1CCCCC1	14.4%	-12.5	-8.4%	-20.0%	10.9	-15.3%	?	-2.0%[9.24 µM]	1.2%
CCN1CCN(c2oc(COc3ccc(-c4ccccc4)cc3)nc2C#N)CC1	9.7%	-80.3*	?	-13.8%	-20.2	-24.5%	-24.7	?	0.5%
COc1ccc(CN2CCN(c3ncnc4scc(-c5ccc(F)cc5)c34)CC2)cc1	12.7%	?	21.1%	-18.8%	-30.8	-11.0%	?	22.8%	5.9%
O=C(c1ccccc1)c1ccc2nc(N3CCCCC3)c3nncn3c2c1	14.0%	5.6	-20.4%	?	14.1	?	25.9	2.1%	-1.3%
CCN1CCN(CCCNC(=O)c2csc3c2CCCCC3)CC1	-0.3%	-54.1*	0.6%	2.1%	-4.4	2.7%	3.0	0.3%	9.2%
O=C(CN1C(=O)NC2(CCCc3ccccc32)C1=O)N1CCN(C(=O)c2ccco2)CC1 (configuration not stated)	-8.2%	0.5	10.2%	10.2%	3.6	0.0%	14.5	15.0%	-7.5%
Cc1ccc(NC(=O)c2cc(N3CCOCC3)nc3ccccc23)cc1	6.1%	18.3	?	3.1%	2.6	1.3%	-5.3	10µM*	2.3%
CCN(CC)C(=O)c1cccc(-c2csc(C(C)(O)c3ccncc3)n2)c1 (configuration not stated)	11.6%	72.2	?	-2.3%	12.9	-20.4%	-1.1	?	.
Fc1cc(F)c2nc(Nc3nc4c(F)cccc4s3)sc2c1	-3.2%	6.1	-9.5%	?	10.2	?	-2.7	-3.2%	0.1%
COc1cc2cc(C(=O)N3CCOCC3)cc(-c3ccc(C)cc3)c2cc1OC	11.4%	8.8	?	-37.3%	-2.0	-30.0%	?	?	-0.9%
CC(=O)N/C(=C\c1ccc(F)cc1)C(=O)OCc1ccccc1	0.1%	-16.8	-1.5%	-0.2%	-19.9	-0.5%	?	4.6%	-10.6%
CCc1nnc(NC(=O)CSc2nnnn2-c2cccc(C(C)=O)c2)s1	2.0%	3.7	10.0%	-0.6%	0.4	15.4%	14.6	11.3%	-4.4%
O=C(Nc1ccccc1)C1CC2CCCC(C1)C2=O (configuration not stated)	-2.9%	6.6	-0.9%	-8.5%	-2.1	9.1%	20.2	2.1%	-1.6%
COc1cccc(C(=O)N2CCC[C@H]2C(=O)N2CCC[C@H]2C(=O)N[C@@H](C)c2ccccc2)c1	1.4%	-14.6	5.5%	7.4%	1.6	0.0%	34.6	9.7%	.
O=c1[nH]c(=S)[nH]c2c1C(c1ccc(Br)cc1)c1c([nH]c(=S)[nH]c1=O)O2	-4.3%	-5.4	-4.3%	-1.8%	-0.7	6.5%	42.2	5.0%	5.6%
CC(=O)c1ccc(N2CC(C)(C)C2=O)cc1	2.5%	1.7	-5.3%	0.3%	9.0	26.6%	-15.4	-0.1%	1.2%
O=C(O)c1cc(S(=O)(=O)NCC2CCCO2)ccc1Cl (configuration not stated)	-2.8%	-3.4	6.9%	-3.1%	-3.3	18.4%	2.0	12.6%	-3.3%
CC1CCc2sc(C(=O)Nc3ccc(N4CCOCC4)cc3)cc2C1 (configuration not stated)	3.2%	-7.8	?	-15.7%	-7.4	-27.4%	?	-15.5%	10.1%
Cn1c(CSc2ncccn2)nnc1SCC(=O)N1CCCC1	-4.9%	-4.4	0.0%	3.3%	5.8	?	-7.1	0.1%	5.8%
OCC[C@@H]1C[C@@H](O)[C@H](O)[C@]2(OCc3ccccc32)O1	0.1%	11.1	1.8%	4.2%	2.8	1.9%	12.4	11.5%	-7.4%
CCOc1ccccc1CNC(=O)CCCc1cn(C)c2ccccc12	7.5%	30.6	7.8%	-7.7%	2.1	0.0%	-24.7	13.4%	-4.3%
CCCc1cc(=O)n2nc(N3CCC(C(=O)NCc4ccc(C)o4)CC3)sc2n1	0.0%	-1.4	-1.0%	-3.0%	4.9	26.9%	-4.6	0.7%	-1.1%
O=C(CSc1nncn1-c1ccccc1)Nc1ccc(N2CCOCC2)cc1	-3.5%	5.9	13.9%	3.3%	-2.6	-29.0%	-5.8	6.6%	?
Cc1ccc(N=Nc2c(C)[nH]n(C(N)=S)c2=O)cc1	3.9%	?	-3.7%	-12.3%	4.0	-4.3%	8.8	-20.4%	-5.5%
COc1ccc(CCN2CC(C(=O)OCC(=O)NC(Cc3ccccc3)C(C)=O)CC2=O)cc1OC (configuration not stated)	18.4%	12.6	6.5%	7.5%	-3.7	57.4%	-6.4	6.1%	-3.2%
CC1Sc2ccc(C(=O)NCc3ccccn3)cc2NC1=O (configuration not stated)	3.4%	1.6	.	-21.5%	2.3	-20.6%	7.8	.	-6.4%
O=C(OCC(=O)c1ccc[nH]1)c1ccccc1	-2.0%	7.0	14.1%	11.9%	8.5	11.9%	-1.4	11.5%	0.4%
CC1(C)CC(NC2C3CC4CC(C3)CC2C4)CC(C)(C)N1 (configuration not stated)	6.0%	-15.8	?	-1.3%	-10.4	-0.5%	.	-10.4%	?
COC(=O)C1=C(C)N(C)C(=S)N(C)C1c1ccc(OC)cc1 (configuration not stated)	14.5%	-9.2	-2.1%	-2.3%	-4.8	0.0%	-0.4	0.1%	-4.1%
c1ccc2c(c1)CCc1c(-c3ccncc3)n[nH]c1-2	-6.5%	-5.3	0.0%	13µM*	0.4	14.6µM*	33.0	6.4%	-12.9%
c1ccc(-c2nc(-c3ccncc3)no2)cc1	-2.4%	-8.8	-0.8%	-17.2%	1.9	-6.8%	13.4	5.5%	-0.6%
CCOC(=O)C1=C(C)N(CC(C)C)C(=O)/C1=C\c1ccc(OCC(=O)Nc2ccccc2)cc1	6.9%	-24.4	?	12.9%	1.1	?	-12.6	-24.3%	6.0%
COc1cccc(CC(=O)OC(C)C(=O)Nc2ccc(Cl)cn2)c1 (configuration not stated)	21.8%	-28.6	18.8%	-6.6%	-0.6	-1.8%	-2.3	5.5%	0.2%
COc1ccccc1N1CCN(C2CCCN(C(=O)CCn3cncn3)C2)CC1 (configuration not stated)	3.2%	-11.3	-1.0%	.	1.7	.	6.1	-1.7%	-0.5%
COc1ccc(C(=O)Nc2cccc(/C=C(/CCC(=O)O)c3nc4ccccc4s3)c2)cc1	12.2%	8.0	-14.4%	-13.3%	4.6	?	51.8	-1.9%	-7.5%
N#Cc1ccccc1OCC(=O)NCc1ccccc1CN1CCCC1	-2.0%	-1.3	-0.8%	-29.6%	0.5	-1.6%	1.0	-2.9%	-5.1%
Cc1ccc(-c2c(C(=O)N3CCN(c4ccc(F)cc4)CC3)oc(=O)c3ccccc23)cc1	-0.1%	.	.	0.1%	3.2	?	.	.	.
COCCCC1CCN(C(=O)C2CCC(=O)N(CC3CCCCC3)C2)CC1 (configuration not stated)	-8.9%	14.0	-1.4%	-1.0%	17.7	-9.1%	-4.1	5.3%	-1.1%
O=S(=O)(c1cccc2nonc12)N1CCN(c2cccc(Cl)c2)CC1	-13.4%	6.7	2.1%[9.24 µM]	8.3%	-0.1	-18.5%	-12.7	-0.7%	-4.6%

Whole records, looked up by structure. Screens in order: GLP1R ag | DRD3 antagonist | HT1080 IDH1KD tx | KB-3-1 tox | D3 ag | KB-V1 cytotox | IL-1B inflam inh | HT1080NT lethal | SW480 rereplic
COc1cccc(CC(=O)OC(C)C(=O)Nc2ccc(Cl)cn2)c1 (configuration not stated) across the screens: 21.8% | -28.6 | 18.8% | -6.6% | -0.6 | -1.8% | -2.3 | 5.5% | 0.2%
OCC[C@@H]1C[C@@H](O)[C@H](O)[C@]2(OCc3ccccc32)O1 across the screens: 0.1% | 11.1 | 1.8% | 4.2% | 2.8 | 1.9% | 12.4 | 11.5% | -7.4%
Cc1ccc(-c2c(C(=O)N3CCN(c4ccc(F)cc4)CC3)oc(=O)c3ccccc23)cc1 across the screens: -0.1% | . | . | 0.1% | 3.2 | ? | . | . | .
c1ccc(-c2nc(-c3ccncc3)no2)cc1 across the screens: -2.4% | -8.8 | -0.8% | -17.2% | 1.9 | -6.8% | 13.4 | 5.5% | -0.6%
CC1(C)CC(NC2C3CC4CC(C3)CC2C4)CC(C)(C)N1 (configuration not stated) across the screens: 6.0% | -15.8 | ? | -1.3% | -10.4 | -0.5% | . | -10.4% | ?

(listing goes on)
SMILES	GLP1R ag	DRD3 antagonist	HT1080 IDH1KD tx	KB-3-1 tox	D3 ag	KB-V1 cytotox	IL-1B inflam inh	HT1080NT lethal	SW480 rereplic
COc1ccc(/C=C\C(=O)Oc2cccc(/C=N/NC(=O)Cc3ccc(OC)c(OC)c3)c2)cc1	1.7%	-23.0	5.6%	32.0%	5.2	-6.0%	-6.9	4.1%	4.6%
COc1ccc(-c2noc(CSc3ccccc3)n2)cc1OC	12.4%	59.8	4.5%	1.8%	0.4	?	0.0	8.4%	10.2%
CCCCCNC(=O)C(C)NS(=O)(=O)c1ccc(OC)cc1 (configuration not stated)	4.4%	8.3	1.9%	-1.7%	-5.8	?	7.6	-1.7%	13.8%
Cc1ccc2cc(C#N)c(N3CCN(C)CC3)nc2c1	-1.5%	-81.8*	0.3%	1.9%	-19.3	-23.0%	-9.4	-1.7%	-1.8%
CCN(CC(=O)Nc1ccc2c(c1)OCCO2)C(=O)c1cc(S(=O)(=O)N2CCOCC2)ccc1F	-3.7%	-3.0	0.1%	-1.5%	4.7	4.7%	-0.7	2.2%	-4.5%
COc1ccccc1C(CNC(=O)CNC(=O)c1cccc(Cl)c1)N1CCCC1 (configuration not stated)	16.6%	-2.7	12.1%	-2.3%	-1.6	-7.8%	-20.1	9.2%	-47.5%[inhibitor]
COc1cccc(C2C(C#N)=C(N)N(N(C)C)C3=C2C(=O)CCC3)c1OC (configuration not stated)	7.9%	1.2	13.7%	17.4%	-4.5	-3.2%	-11.6	23.4%	-0.1%
